# Screens (PubChem BioAssay)
# bCat KO growth = primary screen for growth suppressors in beta-catenin knockout HCT116 cells (colon tumor, human) | HCT116 beta-catenin knockout viability, CellTiter-Glo, 60 h; hits give low values | viability, % at 10 µM | hit rate 1.5% among 140,000 | AID 818, 2007;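 active = viability at or under a set limit, the compound median less 4 SD, cut at about 6% in these data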;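 note: 0% = Hyamine 1622 control at 20 µM and 100% = untreated cell control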
# HCT116 PTEN-null = growth suppression of PTEN-null HCT116, primary screen, cell-based, CellTiter-Glo | hit rate 1.2% among 140,000 | HCT116 PTEN-null viability, 60 h; hits give low values | viability, % at 10 µM;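 active = viability at or below a set limit, 4 SD under the median of all tested compounds, cut at about 3.7% in these data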;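 note: PTEN knockout HCT116 line with beta catenin targeted HCT116 as companion control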
# Measles CPE = compounds protecting cells from measles virus cytopathic effect, primary screen, measles RdRp inhibitor project, single point, MLSMR library, absorbance. Measles virus-infected cells, CPE protection. protection (pct of control), % at 4 µM. hit rate 1.5% among 140,000. AID 841, 2007; in the data active = protection mostly above about 24%, no sharp cut-off; inactive = mostly below about 26%; note: some compounds called inactive have numbers as strong as hits
# E-sel TNF inh = E-selectin induction blockers in HUVEC – imaging, immunofluorescence, high content, primary screen | HUVEC TNFa-induced E-selectin immunofluorescence | inhibition, % at 2 µM | hit rate 0.71% among 120,000 | AID 1246, 2008;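 active = inhibition above the batch mean plus 3 SD, and confirmed as a hit on visual image review, cut at about 43% in these data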;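 note: 0% = TNF-stimulated DMSO wells and 100% = unstimulated control wells; not every result past the cut was called active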
# MRP1 act = H69AR viability gain despite doxorubicin, primary screen, MRP-1 activator project, H69AR cells, CellTiter-Glo; viability rescue; viability increase, % at 10 µM; hit rate 0.61% among 140,000; AID 799, 2007;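 active = viability gain under doxorubicin at or above a set limit, the compound median plus 3 SD, cut at about 4.7% in these data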;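 note: MRP-1 overexpressing cells given doxorubicin 25 µM after compound pretreatment; 18-22 h compound pretreatment then 72 h with doxorubicin before readout; 0% = doxorubicin-only wells and 100% = vehicle-treated cells without doxorubicin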
# BB579 growth dn = growth inhibitors of yeast BB579 in restrictive medium, primary screen, yeast lifespan-shortening project, S. cerevisiae. OD615, 48 h. inhibition, % at 10 µM. hit rate 0.51% among 140,000;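 active = inhibition above a set limit, 3 SD over the mean compound inhibition, cut at about 44% in these data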; note: inactives centre near -24
#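 System: Saccharomyces cerevisiae DeaD strain BB579, replicative lifespan model yeast. Buffer or medium: restrictive glucose-based CSMM-D medium. Doses: one dose, 10 µM compound with 0.25% DMSO. Timing: 4 h preincubation and 48 h exposure at 30 °C. Detection: turbidity as optical density at 615 nm. Benchmarks: amphotericin B 10 µg/mL, positive.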
# Yeast lifespan up = compounds extending yeast replicative lifespan, primary screen, S. cerevisiae, OD615 | S. cerevisiae growth with nicotinamide; deaD strain in restrictive glucose medium | inhibition of the nicotinamide effect, % at 10 µM | hit rate 0.68% among 130,000 | AID 775, 2007;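 active = inhibition above a set limit, placed 3 SD over the median of all compounds, cut at about 26% in these data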;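 note: 0% = nicotinamide-treated wells and 100% = cells grown without nicotinamide; some compounds called inactive have numbers as strong as hits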
#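 Test system – modified budding yeast, DeaD strain · Compound – single dose 10 µM compound, 0.25% DMSO · Times – culture preincubation 4 h, compound exposure 48 h, both 30 °C · Detection – optical density (absorbance) at 615 nm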
# GALR2 blocker = GALR2 antagonists in receptor-expressing cells, primary screen; antagonist mode; inhibition, % at 4 µM; hit rate 0.39% among 140,000; AID 828, 2007; in the data active = inhibition above about 27%;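 note: cells stimulated with galanin 1-16 at roughly its EC80; 0% = agonist challenge control and 100% = basal control without agonist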
# Target sequence (O43603 whole entry, looked up): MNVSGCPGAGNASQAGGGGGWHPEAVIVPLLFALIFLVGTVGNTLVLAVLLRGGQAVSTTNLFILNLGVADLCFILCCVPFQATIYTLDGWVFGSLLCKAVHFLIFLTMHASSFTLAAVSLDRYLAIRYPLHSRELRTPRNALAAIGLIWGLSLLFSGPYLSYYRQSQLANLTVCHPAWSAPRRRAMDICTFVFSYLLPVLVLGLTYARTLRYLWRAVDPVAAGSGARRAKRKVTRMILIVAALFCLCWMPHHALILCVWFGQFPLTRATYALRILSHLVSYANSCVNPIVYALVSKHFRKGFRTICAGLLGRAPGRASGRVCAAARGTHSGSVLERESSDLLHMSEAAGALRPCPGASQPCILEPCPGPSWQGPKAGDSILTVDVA
# NPY Y2 blocker = NPY-Y2 receptor antagonists, primary screen, cell-based; inhibition, % at 2.7 µM; hit rate 0.99% among 140,000; Neuropeptide Y receptor type 2 (Homo sapiens), P49146; NPY-Y2 expressing cells, antagonist mode; AID 793, 2007; in the data active = inhibition above about 17%;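 note: 0% = vehicle with agonist challenge and 100% = reference antagonist with challenge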
# Target sequence (P49146 whole entry, looked up): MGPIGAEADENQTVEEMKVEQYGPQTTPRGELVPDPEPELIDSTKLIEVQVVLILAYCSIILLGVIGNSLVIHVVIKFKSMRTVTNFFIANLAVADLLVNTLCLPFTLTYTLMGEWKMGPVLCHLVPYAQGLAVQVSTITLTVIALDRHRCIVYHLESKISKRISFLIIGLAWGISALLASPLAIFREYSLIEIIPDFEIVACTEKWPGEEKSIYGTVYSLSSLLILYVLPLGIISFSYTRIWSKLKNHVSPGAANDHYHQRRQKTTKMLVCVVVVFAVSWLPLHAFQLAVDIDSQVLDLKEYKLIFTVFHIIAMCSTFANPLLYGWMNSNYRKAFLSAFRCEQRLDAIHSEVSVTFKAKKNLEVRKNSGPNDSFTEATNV
# Phagocytosis inh = inhibitors of macrophage phagocytosis, primary screen, imaging, J774A.1 cells, IgG beads; inhibition, % at 5 µM; J774A.1 macrophage IgG-bead phagocytosis; hit rate 0.07% among 110,000;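 active = inhibition above the mean of the plate negative controls plus 5 SD, cut at about 13% in these data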;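 note: phagocytic index as fraction of beads internalized from green versus red external bead signal; plate controls were DMSO negative control for no effect and cytochalasin-D positive control for full effect; some results beyond the cut were filed as inactive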
# Active calls of the source: *; / = no result given.
SMILES,bCat KO growth,HCT116 PTEN-null,Measles CPE,E-sel TNF inh,MRP1 act,BB579 growth dn,Yeast lifespan up,GALR2 blocker,NPY Y2 blocker,Phagocytosis inh
Cc1ccc(C)c(S(=O)(=O)C(C#N)c2nc3ccccc3nc2N2CCCC2)c1 (centres undefined),57.5,59.5,5.4,17.7,-2.0,-36.5,6.1,9.1,0.3,-0.4
Cc1ccc(N=Cc2sccc2C)cc1C,98.3,98.1,6.2,/,-2.9,-8.2,4.2,-2.6,1.6,-7.4
O=C(CSc1cccc[n+]1[O-])Nc1cc(S(=O)(=O)N2CCOCC2)ccc1Cl,90.5,97.3,5.2,/,-0.8,-33.2,1.1,-14.7,2.3,/
Cc1cs/c(=N\N=C\c2ccccc2)n1Cc1ccco1,66.7,60.9,6.8,/,2.4,-41.9,-5.5,6.0,2.2,/
O=[N+]([O-])c1cc(-c2cnc3ccccc3n2)ccc1Oc1ccc(Br)cc1,81.4,88.3,1.8,47.2,1.4,-50.0,-8.3,-0.6,11.9,/
Nc1cc(-c2ccccc2)nn1S(=O)(=O)c1ccc(Br)cc1,78.8,74.3,7.9,-7.5,-2.9,-52.9,-5.2,5.2,-1.1,-0.4
Cc1ccccc1NC(=O)CC(O)(C(F)(F)F)C(F)(F)F,81.7,90.3,12.2,6.8,0.5,-19.7,31.9*,2.0,0.7,0.0
Nc1ccccc1C(=O)NCc1ccc(Cl)cc1,87.7,94.4,15.2,8.8,0.6,-53.4,-0.9,0.7,6.0,-4.4
Cc1cccc(C)c1OCC(=O)N/N=C/c1ccncc1,98.1,88.2,11.3,-8.7,-2.4,-25.9,0.3,-9.5,0.3,-5.5
O=C(CSCc1ccc(Cl)cc1)Nc1ccc2c(c1)OCO2,92.2,93.2,8.4,8.6,-0.3,-37.5,/,0.7,4.8,/
Cc1cc2[nH]c(=O)c3ccccc3n2n1,94.0,105.3,42.9,9.8,0.5,-31.9,-19.1,-1.2,-2.0,/
Cc1c(C2N3CC4(C)CN2CC(C)(C3)C4=O)c2ccccc2n1C (centres undefined),92.0,89.1,0.8,-6.0,-2.1,-20.5,-3.9,13.1,3.9,-0.6
COc1ccc2c(c1)[nH]c1c(=O)n(Cc3ccco3)cnc12,86.4,92.7,6.3,-32.5,-2.4,-22.3,-17.0,11.5,0.7,-0.7
CC(C)c1ccc(/C=N/n2nnnc2Nc2ccccc2)cc1,93.5,89.8,19.7,18.7,-0.9,-32.5,0.1,8.5,10.3,-0.9
Cc1c(C(=O)OCC(C)C)[nH]c2c1C(=O)CC(c1ccco1)C2 (centres undefined),6.8,13.3,11.4,/,-4.7,-31.3,-11.7,-3.0,1.0,1.7
CCN(CC)CCOC(=O)C1(c2ccccc2)CCOCC1,98.4,107.9,5.7,-6.7,-1.8,8.7,-6.9,-0.4,0.6,-0.6
Cc1nnc(NC(=O)C(C)Sc2nncn2C)s1 (centres undefined),93.1,91.8,9.5,2.6,2.4,-27.2,3.4,6.0,3.3,-1.2
Cn1c(SCc2nc(-c3ccc(Cl)cc3)no2)nnc1-c1ccco1,84.6,82.9,14.9,23.9,-2.2,-36.6,-7.1,-5.3,9.9,0.4
CCCN(CCO)Cc1cccc(Br)c1,98.1,92.3,2.8,-10.1,-0.5,-11.1,-7.1,-1.0,0.4,1.3
Cn1c(-c2ccc(F)cc2)cnc1SCC(=O)N1CCCc2ccccc21,83.5,81.8,8.0,/,-0.5,-47.1,14.5,5.8,2.9,-3.1
CCNc1nc(NCC)nc(N(C)N)n1,98.2,99.6,2.3,-33.8,-0.7,3.6,10.1,3.7,1.1,/
O=c1ccc2cc(S(=O)(=O)N3CCN(c4cc(Cl)ccc4Cl)CC3)ccc2o1,72.2,70.0,17.7,14.4,-0.5,-58.0,5.3,-3.6,9.8,-0.9
CCOc1ccc(OCC)c(NC(=O)Cn2cccc2)c1,106.5,110.8,12.2,-2.5,-1.4,-58.0,-13.3,-4.6,0.4,-0.5
C/C(N)=C(/C#N)C(=O)CSc1n[nH]c(-c2ccccc2Br)n1,94.9,92.9,13.3,/,-0.2,-5.0,0.4,-13.5,0.3,0.1
O=C(NCc1ccc(Cl)c(Cl)c1)c1ccco1,87.2,83.7,5.6,-11.6,-3.4,-17.2,-6.6,-3.1,-0.3,/
N#CCSc1nnc(COc2cccc3ccccc23)n1-c1cccc(Cl)c1,33.3,35.3,5.1,1.5,-1.5,-89.3,-5.8,0.1,2.0,/
COc1ccc(-c2csc(N(CCCN(C)C)C(=O)c3cccs3)n2)cc1,50.8,61.5,7.9,-43.8,-4.6,-1.9,-8.6,11.0,7.7,-0.6
CCOC(=O)C1=C(c2ccccc2)OC(N)=C(C#N)C1c1ccc(Cl)s1 (centres undefined),86.1,88.7,3.4,11.1,-4.0,-32.7,-11.9,17.3,5.8,/
O=C(CN1C(=O)C2C3C=CC(C3)C2C1=O)NCCC1=CCCCC1 (centres undefined),100.9,104.8,20.6,/,1.0,-8.8,-1.5,2.8,1.3,0.2
Cc1nn(C(=O)c2cc3sccc3[nH]2)c(C)c1C,94.7,82.2,34.6,-1.8,-1.7,-34.1,-17.3,6.5,2.4,-0.4
Nc1cc(-c2ccc(Br)cc2)nn1S(=O)(=O)c1ccccc1,100.5,90.2,2.3,/,-0.7,-21.3,-5.0,13.3,2.2,-0.4
C=CCn1c(SCC(=O)Nc2c(C)cccc2C)nnc1-c1ccncc1,87.1,96.9,4.0,23.2,0.1,-38.7,-2.7,-1.2,5.2,-1.8
CCOCc1nc(C)c(Cl)c(NS(=O)(=O)c2ccc(N)cc2)n1,93.7,98.6,32.0,1.6,1.1,-11.7,0.6,-2.2,2.6,0.1
CCOC(=O)C(/C=C(\C#N)C(=O)OCC)=C(/N)N1CCN(c2c(C)cccc2C)CC1,97.9,93.7,19.4,16.6,-1.4,-58.3,-5.4,6.1,0.1,-1.2
COC(=O)C(NNc1ccc(F)cc1)(NC(=O)c1ccccc1)C(F)(F)F (centres undefined),89.2,88.7,9.7,/,-0.9,-17.4,-0.2,-3.3,3.4,-3.2
CC(C)c1ccc(C(=O)NC2=NCCS2)cc1,100.8,103.0,12.2,/,2.8,-41.9,-3.2,-11.4,0.0,-3.1
CSc1sc(C(=O)O)c2c1C(=O)CCC2,105.5,112.3,22.5,-0.9,0.4,-38.3,7.1,10.2,4.6,5.4
CCOC(=O)c1cc2sccc2n1CC(=O)N1CCN(C(=O)c2ccco2)CC1,82.8,89.6,18.5,-4.5,-2.6,9.7,-3.9,-0.2,1.4,-0.7
CN(C)c1c([N+](=O)[O-])ncn1C,93.2,90.9,1.3,20.6,1.6,-44.2,-3.1,-4.5,2.0,0.7
Cc1ccc(NC(=O)CN2C(=O)S/C(=C/c3ccc(-c4cc(C(=O)O)ccc4C)o3)C2=O)cc1C,104.8,99.8,21.8,/,-0.3,-19.4,-3.6,-8.6,4.7,4.3
O=C(CSc1nnc(C2CC2)n1Cc1ccccc1)NCc1ccccc1,87.3,75.4,4.5,6.7,-3.8,-9.5,-0.6,0.6,4.5,2.3
Cc1c(Cl)cccc1NC(=S)NC(=O)CCN1C(=O)c2ccccc2C1=O,80.6,95.0,6.0,/,-1.0,-47.3,15.5,-14.0,4.7,-8.4
O=C(CNS(=O)(=O)c1ccc(Br)s1)Nc1ccc2c(c1)OCCO2,98.9,111.7,13.2,/,-1.2,-1.8,-0.3,22.6,11.5,2.5
CC(C)Cc1nc2oc3c(NCc4cccnc4)ncnc3c2c2c1CCC2,86.2,95.5,23.4,/,-1.1,-13.1,-9.0,-6.5,6.2,-2.6
CC(C)C(=O)NC(=S)Nc1sc2c(c1C(N)=O)CCCC2,100.5,100.0,6.3,/,1.1,-27.6,-1.0,5.2,1.0,-2.0
CCOC(=O)c1ccc(N2N=C(C)/C(=C/C=C/c3ccco3)C2=O)cc1,35.9,49.0,5.3,-0.2,-5.5,-43.8,/,-1.7,0.3,/
COc1ccc(OCC(=O)NCCc2ccc(S(N)(=O)=O)cc2)cc1,82.8,94.7,13.2,44.7,0.3,-8.8,0.9,-4.6,0.7,/
O=C1CC(c2ccc(F)cc2)CC(O)=C1C1NCCc2ccccc21 (centres undefined),91.7,88.7,1.3,-10.6,0.5,-12.9,2.6,9.7,3.3,/
COCCOCCn1c(CCCO)nc2ccccc21,100.5,107.8,20.2,2.2,-1.5,-27.9,-6.8,7.8,1.7,-1.1
CC[N+](C)(CC)CC(O)COCC1COc2ccccc2O1 (centres undefined),92.8,89.3,29.8,-7.7,-2.5,-13.9,5.3,0.0,3.0,1.8
O=C(O)C1CC(=O)N(CCc2c[nH]c3ccccc23)C1 (centres undefined),98.9,91.0,23.9,4.1,0.0,-24.4,2.3,-2.4,2.9,0.0
CCC(C(=O)c1ccc(O)cc1)c1ccccc1 (centres undefined),77.9,74.7,4.1,-0.5,-4.0,-34.2,2.2,13.7,2.9,0.9
O=C(c1cc2ccccc2[nH]1)N1CCOCC1,100.5,93.8,28.3,/,-3.0,-0.3,-5.4,5.9,0.5,-2.0
O=C(CSc1ccc(F)cc1)N1CCC(c2nc3ccccc3s2)CC1,18.4,27.2,3.7,-22.2,-3.4,-30.7,10.7,-10.1,6.5,-0.7
COC(=O)c1ccc(NC(=O)CC2C(=O)N(c3ccc(C)cc3)C(=O)N2CC(C)C)cc1 (centres undefined),82.3,80.1,23.2,1.3,-0.7,-7.4,-5.9,-13.7,5.4,/
O=C(CNC(=S)NC(=O)c1ccc(Br)o1)c1ccccc1,51.8,48.2,11.1,9.6,-3.4,-5.7,0.3,-1.8,4.0,-6.4
O=C(N/N=C/c1cccc([N+](=O)[O-])c1)c1cc(-c2ccc3c4c(cccc24)CC3)n[nH]1,41.8,30.5,6.9,/,-6.1,-32.6,-3.1,-6.8,-0.3,22.3
COc1cccc(-n2c(N)c(C#N)c3ccc([N+](=O)[O-])cc3c2=O)c1,67.7,70.3,4.0,/,-0.7,-7.1,-2.6,2.0,2.6,-4.7
CCOC(=O)C1=C(c2ccccc2)OC(N)=C(C#N)C1c1ccc(Br)s1 (centres undefined),80.7,80.6,4.5,-32.0,-3.5,-48.1,20.6,0.4,8.8,-2.8
